Salmonella PhoP GFP = Inhibition of PhoP regulon, Salmonella typhi GFP reporter cells, confirmation, 4 h (AID 1850) | Salmonella Typhi PhoP-promoter GFP reporter, fluorescence, 4 h; higher % means a stronger effect | one-dose inhibition, % at 50 µM; IC50 in µM for titrated hits | 310,000 compounds, 0.33% hits; in the data active = a potency from the dose series; inconclusive = inhibition mostly from about 25% at the one dose, without a potency; inactive = the rest, 99 in 100 with inhibition below about 19%;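 also: 0% = induced wells with vehicle and 100% = uninduced wells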
inhibitors of VEEV = inhibitors of VEEV TC-83 cytopathic effect, confirmation, Vero cells (AID 588727); Vero cells, VEEV TC-83 cytopathic effect inhibition; higher % means a stronger effect; inhibition, % at 20 µM, or IC50 in µM where a hit was titrated; 350,000 compounds, 0.13% hits; in the data active = a potency from the dose series; inconclusive = inhibition mostly from about 14% at the one dose, without a potency; inactive = the rest, 99 in 100 with inhibition below about 12%; also: strong numbers were not always called active
H37Rv inhibition = M. tuberculosis growth inhibition, HTS (AID 449762); 330,000 compounds, 0.59% hits; M. tuberculosis H37Rv growth inhibition, 7H9 media; higher % means a stronger effect; inhibition, % at 25 µM, or IC50 in µM where a hit was titrated; in the data active = a potency from the dose series; inconclusive = inhibition above about 70% without an active follow-up result;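 also: bacterial growth assessed after seven days of incubation; strong numbers were not always called active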
tuberculosis growth = growth inhibition of non-replicating M. tuberculosis (AID 488890); Mycobacterium tuberculosis non-replicating, growth inhibition; higher % means a stronger effect; one-dose inhibition, % at 25 µM; IC50 in µM for titrated hits; 320,000 compounds, 0.39% hits; in the data active = a potency from the dose series; inconclusive = inhibition mostly from about 82% at the one dose, without a potency; inactive = the rest, 99 in 100 with inhibition below about 76%;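 also: plate controls were DMSO cells for no effect and high antibiotic wells for full effect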
influenza NS1A = H1N1 influenza NS1A inhibitors, functional cell based assay (AID 504329); NS1A functional cell-based assay, percent inhibition; higher % means a stronger effect; inhibition, % at 12.5 µM, or IC50 in µM where a hit was titrated; 340,000 compounds, 0.3% hits; in the data active = a potency from the dose series; inconclusive = inhibition above about 27% without an active follow-up result; also: strong numbers were not always called active
inhibitors of VEEV 10K pilot screen = recorded beside inhibitors of VEEV, whose call it bears; inhibition, %; measured here: 10K pilot screen inhibition
An asterisk follows results filed as active; i = inactive; ? = inconclusive; . = not tested or not shown. Outcome played no part in choosing rows; about 1.4% have a hit in one of these screens.

SMILES	Salmonella PhoP GFP	inhibitors of VEEV	H37Rv inhibition	tuberculosis growth	influenza NS1A	others
COc1ccc(-c2nc(CS(=O)CC(=O)NC3CCCCC3)c(C)o2)cc1 (configuration not stated)	-9%	4.6%	-3%	9%	-21%
Cc1cccc(C(=O)NNC(=O)CCn2nnc3ccccc32)c1	10%	1.7%	-3%	-2%	-3%
CC(C)[C@H](NC(=O)N1C[C@H]2C[C@@H](C1)c1cccc(=O)n1C2)C(=O)Nc1ccccc1F	7%	0.3%	-4%	7%	-5%
O=C(Nc1ccc(N2CCCC2)cc1)c1cccc(Cl)c1	5%	1.1%	2%	-9%	0%
OCC[C@H]1C[C@@H](O)[C@H](O)[C@]2(CCc3ccccc3O2)O1	9%	i	-1%	-3%	6%
COc1cccc(C=Nc2cc(C(C)C)c(O)cc2C)c1O	.	i	.	.	11%
Cc1ccc(-n2c(CSc3nc(C)cc(C)n3)n[nH]c2=S)cc1	0%	0.5%	-6%	-5%	.
CCOc1ccc(C(NC(=O)CC)c2c(O)ccc3ccccc23)cc1 (configuration not stated)	0%	9.8%	-4%	.	1%
Cc1ccc(C(=O)Nc2ccc(Br)cc2)cc1S(=O)(=O)Nc1ccccn1	-25%	0.5%	4%	-7%	-3%
NS(=O)(=O)c1ccc(CCNC(=O)C2Cc3ccccc3CN2C(=O)c2ccco2)cc1 (configuration not stated)	-8%	7.1%	-8%	10%	10%

The last 3 compounds of the part above are carried over, then new ones follow.
SMILES	Salmonella PhoP GFP	inhibitors of VEEV	H37Rv inhibition	tuberculosis growth	influenza NS1A	others
CCOc1ccc(C(NC(=O)CC)c2c(O)ccc3ccccc23)cc1 (configuration not stated)	0%	9.8%	-4%	.	1%
Cc1ccc(C(=O)Nc2ccc(Br)cc2)cc1S(=O)(=O)Nc1ccccn1	-25%	0.5%	4%	-7%	-3%
NS(=O)(=O)c1ccc(CCNC(=O)C2Cc3ccccc3CN2C(=O)c2ccco2)cc1 (configuration not stated)	-8%	7.1%	-8%	10%	10%
Cc1cnc(C(=O)N2CCN(S(=O)(=O)c3cc(C(F)(F)F)cc(C(F)(F)F)c3)CC2)cn1	.	i	.	.	-2%
COc1ccc2[nH]c(=O)c(C(c3nnnn3C3CCCCC3)N3CCN(C)CC3)cc2c1 (configuration not stated)	3%	2.9%	-6%	9%	21%
CNS(=O)(=O)c1ccc(C)cc1	-2%	3.6%	-2%	-9%	2%
C=CCNc1nc(-c2c(C)nc3ncccn23)cs1	0%	0.4%	-8%	21%	0%
O=C(N/N=C/c1ccc(C(=O)O)cc1)C(=O)N1CCCCCC1	-2%	6.6%	6%	-7%	2%
Cn1c2ccccc2c(=O)c2cc(NCCCN3CCOCC3)ccc21	.	1.9%	6%	19%	-7%
Nc1cc(S(=O)(=O)Nc2cc(Cl)ccc2Cl)ccc1N1CCCC1	1%	1.9%	1%	6%	-5%
C=C1[C@H]2CC[C@H]3[C@]4(C)C[C@H](O[C@H]5O[C@H](CO)[C@@H](OS(=O)(=O)O)[C@H](OS(=O)(=O)O)[C@H]5OC(=O)CC(C)C)C[C@@H](C(=O)O)[C@H]4CC[C@]3(C2)[C@H]1O	-3%	0.0%	-6%	-3%	3%
O=C(CSc1nnc(COc2ccccc2)o1)N1CCOCC1	5%	i	-8%	25%	4%
O=C(O)CCN1C(=O)/C(=C2\C(=O)N(Cc3ccc(F)cc3)c3ccccc32)SC1=S	-7%	21%	20%	21%	15%
COc1ccc(/C=C/C(=O)OCC(=O)Nc2cccc(Oc3ccccc3)c2)c(OC)c1	12%	2.1%	7%	35%	3%
CCC(=O)N1CCc2cc(-c3csc(NC(=O)c4ccco4)n3)ccc21	7%	1.7%	-4%	-10%	-5%
O=[N+]([O-])c1cccc(CN2CC=C(c3ccc(F)cc3)CC2)c1	-2%	i	7%	34%	4%
CCC1CCCCN1Cc1nc2c(c(=O)n(C)c(=O)n2C)n1Cc1cccc2ccccc12 (configuration not stated)	-8%	.	-3%	-5%	.
COc1cc(O)c(C(CC(=O)N2CCCCC2)c2cc(OC)c(OC)c(OC)c2)c(OC)c1 (configuration not stated)	-10%	0.6%	2%	-6%	7%
COc1ccc(CCC(=O)NNC(=O)Nc2ccc(C(C)C)cc2)cc1	1%	0.1%	1%	8%	11%
CCN(CC)S(=O)(=O)c1ccc(C)c(NC(=O)COC(=O)C=C(C)C)c1	8%	2.0%	0%	1%	-2%
O=C1/C(=C\c2ccc3ccccc3c2)CCCc2ccccc21	-6%	4.0%	-2%	-1%	1%
COC(=O)CCS(=O)(=O)c1ccc(NC(C)=O)cc1	-18%	1.2%	-1%	-5%	0%
O=C(Nc1ccccc1)C1CCN(C(=O)c2ccc([N+](=O)[O-])cc2)CC1	-5%	0.9%	12%	19%	-1%
CN(C)S(=O)(=O)c1ccc(NC(=O)COC(=O)C2CC3CCCC(C2)C3=O)cc1 (configuration not stated)	-8%	i	-2%	.	-8%
COc1ccc2c3c([nH]c2c1)C(C)NCC3 (configuration not stated)	-3%	2.2%	-9%	21%	19%
Cc1ccc(S(=O)(=O)N(Cc2ccccc2)c2ccccc2C(=O)NCc2ccco2)cc1	0%	i	6%	14%	2%
CCCCCC1CC(CC(=O)NC(=S)Nc2ccc([N+](=O)[O-])cc2)C(=O)O1 (configuration not stated)	-9%	2.1%	93µM*	6.7µM*	11%
CCOC(=O)CC(=O)CSc1nc2c(sc(=S)n2-c2ccc(OCC)cc2)c(=O)[nH]1	-5%	i	-7%	74%	-2%
O=C1CC(c2ccccc2)Sc2nc(-c3ccccc3)c(-c3ccccc3)n21 (configuration not stated)	1%	i	5%	-3%	2%
CCOc1ccc(OCCCC(=O)Nc2nc3ccccc3[nH]2)cc1	-5%	0.5%	-1%	47%	-3%
CCOc1ccccc1-n1c(O)c(C=Nc2ccc(N(CC)CC)cc2)c(=O)[nH]c1=O	-23%	8.7%	10%	53%	-6%
Cc1ccc(C(=O)NCC(=O)OCCOc2cccc(Cl)c2)cc1	-5%	0.7%	-2%	6%	-4%
COc1ccccc1N1CCN(C(=O)c2ccc(CN3CCc4ccccc4C3)cc2)CC1	-7%	7.7%	.	29%	8%
O=C(CSCC(=O)NN=Cc1ccccc1O)NN=Cc1ccccc1O	.	?	.	.	-1%
COc1ccc(OC)c(COC(=O)c2cccc(S(=O)(=O)N3CCCCC3)c2)c1	.	3.8%	-1%	10%	6%
Cc1nc(NC(=O)c2ccc(Cl)cc2)sc1Cc1ccc2c(c1)OCO2	4%	8.8%	15%	8%	1%	inhibitors of VEEV 10K pilot screen=4.2
CN1CCN(C(=O)CSc2nc3c(c(=O)n(C)c(=O)n3C)n2C)CC1	11%	0.7%	0%	-7%	9%
O=S(=O)(c1ccc2ncn(O)c2c1)N1CCOCC1	-4%	1.3%	34%	-2%	-5%
CCN(CC)c1ccc(NC(=O)c2cccc(C)c2OC)c(C)c1	-9%	i	7%	30%	18%
COc1ccccc1OCC(=O)NC1CCCCCC1	-6%	i	-9%	39%	-9%
CCOC(=O)C(=O)Nc1ccc(OCc2ccccc2)cc1	6%	1.4%	63%	?	7%
O=C(CSc1nncs1)N1CCN(S(=O)(=O)c2ccccc2)CC1	-21%	0.4%	6%	6%	6%
CCSc1cc(C)nc2c(-c3ccc(Cl)cc3)c(C)nn12	-5%	i	-1%	-2%	-5%
Cc1ccc2c(c1)c1c(n2CC(O)CNC(C)(C)C)CCCC1 (configuration not stated)	.	1.7%	.	.	10%
Cc1ccc(S(=O)(=O)Nc2cccc(CP(=O)(c3ccccc3)c3ccccc3)c2)cc1	2%	1.9%	-7%	18%	-15%
COc1ccc(F)cc1S(=O)(=O)Nc1cc2c3c(c1)CC(=O)N3CCC2	-4%	1.7%	-7%	0%	-7%
Cc1nnnn1-c1ccc(CC(=O)O)cc1	-3%	0.7%	-1%	-3%	-6%
COc1ccc(C2(CNC(=O)c3ccccc3[N+](=O)[O-])CCOCC2)cc1	0%	0.9%	-1%	0%	-4%
CC(C)NC(=S)N/N=C/c1sc(N2CCCCC2)nc1-c1cccs1	-10%	11%	-3%	-8%	4%
COC(=O)c1nc(NC(=O)C(C)C)n[nH]1	-2%	0.7%	-2%	-13%	1%
COc1ccc2oc(C(=O)N(CC(C)C)C3CCS(=O)(=O)C3)c(C)c2c1 (configuration not stated)	-6%	7.3%	-4%	11%	-8%
COc1cc(C(=O)N[C@@H](Cc2c[nH]c3ccccc23)C(=O)O)cc(OC)c1OC	-4%	0.2%	-4%	-1%	-3%
Cn1cc(CN2CCCC(C(=O)c3nccn3C)C2)c(-c2cccc(Cl)c2)n1 (configuration not stated)	-5%	0.4%	-7%	-7%	-11%	inhibitors of VEEV 10K pilot screen=0.0

Retrieved by structure from the list above (4):
SMILES	Salmonella PhoP GFP	inhibitors of VEEV	H37Rv inhibition	tuberculosis growth	influenza NS1A	others
CCSc1cc(C)nc2c(-c3ccc(Cl)cc3)c(C)nn12	-5%	i	-1%	-2%	-5%
COc1ccc2[nH]c(=O)c(C(c3nnnn3C3CCCCC3)N3CCN(C)CC3)cc2c1 (configuration not stated)	3%	2.9%	-6%	9%	21%
CCOC(=O)CC(=O)CSc1nc2c(sc(=S)n2-c2ccc(OCC)cc2)c(=O)[nH]1	-5%	i	-7%	74%	-2%
COc1ccc(F)cc1S(=O)(=O)Nc1cc2c3c(c1)CC(=O)N3CCC2	-4%	1.7%	-7%	0%	-7%

(list continues)
SMILES	Salmonella PhoP GFP	inhibitors of VEEV	H37Rv inhibition	tuberculosis growth	influenza NS1A	others
COC(=O)/C(C#N)=C/c1ccc(N2CCOCC2)c([N+](=O)[O-])c1	-1%	i	-3%	1%	-13%
Cc1ccccc1OCC(=O)OCC(=O)Nc1ccc(N2CCOCC2)cc1	-11%	0.2%	3%	-24%	8%
O=C(CNCCO)NC12CC3CC(CC(C3)C1)C2	2%	2.6%	-8%	1%	-8%
CCOc1ccc(C(=O)NCC(=O)OC2CCOC2=O)cc1OCC (configuration not stated)	9%	i	-3%	-12%	-5%
C=CCNC(=O)/C(C#N)=C/c1c(N2CCN(c3cccc(Cl)c3)CC2)nc2c(C)cccn2c1=O	-3%	0.2%	-3%	0%	0%
COc1cc(C2C3=C(CC(C)(C)CC3=O)OC3=C2C(=O)CC(C)(C)C3)cc([N+](=O)[O-])c1O	-4%	1.1%	-4%	-6%	-8%
CCOC(=O)c1ccc(-n2c(C)nc3ccccc3c2=O)cc1	-2%	1.0%	2%	8%	0%
CC(=O)NC1C(Oc2ccccc2C)OC2COC(c3ccco3)OC2C1O (configuration not stated)	-10%	1.5%	21%	2%	-4%
Cc1ccc(C)c(S(=O)(=O)N2CCN(C(=O)CCC(=O)NCc3ccc(Cl)cc3Cl)CC2)c1	.	0.1%	.	.	-5%
COc1cc(C(=O)Nc2sc3c(c2C(=O)O)CCC(C)C3)cc(OC)c1OC (configuration not stated)	-20%	3.4%	9%	-5%	-3%
Cc1cc(=O)n(C(C)(C)C)c(=O)n1Cc1ccccc1	2%	0.8%	-3%	-9%	3%
CCN(CC)CCCN1C(=O)C(O)=C(C(=O)c2ccc(C)o2)C1c1ccc(C)o1 (configuration not stated)	5%	0.2%	1%	-11%	1%
O=C(c1cc(COc2ccc(F)cc2Cl)on1)N1CCc2sccc2C1	3%	4.3%	0%	-1%	-1%
Cc1cc(N2CCOCC2)n2ncc(-c3ccccc3)c2n1	-3%	i	-4%	4%	-15%
COC(=O)c1ccccc1NC(=O)Cc1nc(-c2ccccc2)sc1-c1ccc(C)cc1	-4%	3.5%	12%	11%	16%
CC(C)(CNC(=O)c1cc(Cl)c(O)c(Cl)c1)N1CCCCC1	13%	i	-4%	-2%	-18%
Cc1cccc(N2CCN(C(=O)n3ccnc3)CC2)c1C	2%	7.2%	5%	-7%	-2%
O=C(Nc1ccccc1OC(F)F)c1cc2c(s1)CCC2	3%	0.3%	11%	78%	-12%
O=C(Cn1cnc2ccccc21)N1CCc2ccccc21	2%	i	-5%	66%	-19%
O=C(c1cc(-c2ccc(O)cc2)on1)N1CCCC1	6%	2.5%	-8%	25%	-1%
Cc1cccc(CN2C(=O)[C@@H]3Cc4c([nH]c5ccccc45)C(C)(C)N3C2=O)c1	-12%	3.6%	?	42%	0%	inhibitors of VEEV 10K pilot screen=3.0
Cc1ccc(N(CC(=O)NC(C)C)C(=O)CCC(=O)Nc2ccccn2)cc1	-4%	10%	4%	-1%	-5%
Cc1ccc2nc(C)cc(C(=O)Nc3nccs3)c2c1	0%	2.5%	30%	7%	-11%
O=C(CN1C(=O)NC(c2ccccc2)(c2ccccc2)C1=O)NCCNCCO	7%	0.2%	1%	-4%	-6%
O=C(NCC(c1ccco1)N1CCCC1)c1cc(S(=O)(=O)N2CCOCC2)ccc1Cl (configuration not stated)	.	1.2%	7%	5%	-10%
